# Bioassay records: PubChem, several laboratories
# L929 necroptosis: inhibitors of zVAD-triggered necroptosis, primary screen, L929 cells. AID 1377, 2008. 220,000 tested, 0.38% active. L929 zVAD necroptosis rescue, ATP luminescence, 24 h; with zVAD 60 µM. viability rescue, % at 10 µM;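 active = activation, scaled between plate controls, above about 75%, limit read from the data; inactive = activation under that limit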;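 note: 0% = zVAD with DMSO and 100% = DMSO alone without zVAD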
# eIF4E-4G inh: eIF4E–eIF4G protein interaction inhibitors, primary screen, biochemical, uHTS, TR-FRET, eIF4GI fragment | 220,000 tested, 0.37% active | TR-FRET eIF4E-eIF4GI(517-606) binding, 2 h | Eukaryotic translation initiation factor 4E (Mus musculus) + Eukaryotic translation … | inhibition, % at 21.7 µM;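 active = inhibition above about 30%, limit read from the data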;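 note: 0% = full FRET control wells and 100% = background wells lacking eIF4GI fragment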
# Calpain2 inh: inhibitors of pig calpain II, primary screen, biochemical, fluorogenic peptide substrate, 1536-well; purified calpain II, 30 min; inhibition, % at 16 µM; AID 1236, 2008; 220,000 tested, 0.37% active;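 active = inhibition above about 50%, limit read from the data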
# MDM2 E3 inh: MDM2-luciferase reporter signal enhancers, primary screen, MDM2 E3 ligase inhibitor project, cell-based, luminescence, 1536-well; cell-based MDM2 ubiquitination luciferase reporter, 2 h; 0 = plate control, 100 = twice control, blank-subtracted; E3 ubiquitin-protein ligase Mdm2 (Homo sapiens), Q00987; AID 1230, 2008; signal enhancement, % at 5 µM; 210,000 tested, 0.11% active;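 active = signal enhancement of 30% or more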;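 note: luminescence tracks abundance of the self-degrading MDM2-luciferase fusion protein; higher signal means inhibition of MDM2 E3 ligase activity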
#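 Material: stable MDM2–luciferase fusion reporter cells / Quantity: 2000 cells/well / Dosing: single 5 µM compound dose, 0.2% final DMSO / Buffer or medium: DMEM / Schedule: 4 h cell settling then 2 h compound exposure, 37 °C / Detection: luminescence with SteadyLite reagent, 15 min at room temperature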
# PERK inhibitor: block of dimerizer-induced PERK translation repression, primary screen, PERK inhibitor project, CHO PERK-DD cells, SEAP luminescence, HTS | inhibition, % at 5.6 µM | CHO PERK-DD fusion, SEAP luminescence translation reporter | 220,000 tested, 0.17% active | Eukaryotic translation initiation factor 2-alpha kinase 3 (Homo sapiens), Q9NZJ5;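 active = inhibition above the mean inhibition of all tested compounds plus 3 SD, set separately per screening campaign, cut at about 2.9% in these data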;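 note: PERK kinase domain activated by AP20187 dimerizer at 100 nM; 0% = DMSO with dimerizer and 100% = rapamycin at 8.4 µM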
# EBV gp42 block: Epstein-Barr virus gp42 inhibitors, primary screen, biochemical, uHTS, fluorescence polarization; Glycoprotein 42 (Epstein-Barr virus (strain AG876)), Q1HVG2; Fluorescence polarization binding assay, mP read-out; inhibition, % (tested at 21.74 µM); 220,000 tested, 0.42% active; in the data active = inhibition above about 50%
# Cl transport mod: KCC2 cotransporter modulators, thallium flux, primary screen, cell-based, HEK293 KCC2, FluoZin-2 fluorescence, MLSMR; 190,000 tested, 2.2% active; KCC2 cells, thallium flux FluoZin-2 fluorescence; B-score of Tl+ flux slope (higher = more flux/activation; lower = inhibition) at 10 µM;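 active = thallium flux slope and its plate-corrected score both differing from the plate sample mean at a set confidence after two filtering rounds, in either direction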;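 note: slope of fluorescence scaled to starting intensity during 10 to 20 s after thallium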
# TNF death inh: inhibitors of TNF-alpha triggered necroptosis, primary screen, cell-based, Jurkat FADD-/-, single concentration | Jurkat FADD-/- TNF necroptosis rescue, ATP luminescence, 24 h; 0 = TNF only, 100 = no-TNF cells | activation (protection from cell death), % at 10 µM | 220,000 tested, 0.068% active | AID 463075, 2010;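 active = activation, meaning protection from cell death, of at least 50% relative to plate controls; inactive = activation below 50%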;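 note: necroptosis triggered by 40 ng/mL TNF-alpha added together with compound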
# Rad51 HR inh: human RAD51 strand exchange inhibitors, primary screen, biochemical, fluorescence | hRad51 DNA strand exchange, fluorescence dequenching | inhibition, % at 10 µM | 200,000 tested, 0.085% active | AID 1385, 2008;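 active = inhibition above 40% at the single screening dose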;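 note: 0% = DMSO control wells and 100% = blanks with heterologous ssDNA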
#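 Assay system: Human Rad51 nucleoprotein filaments preassembled on unlabelled ssDNA | Reagent: Donor/quencher-labelled 47-bp dsDNA substrate | Doses: One concentration, 10 µM final | Times: 37 °C 15-min filament assembly, 30-min compound preincubation, 15-min exchange | Technique: Fluorescein emission 520 nm, excitation 485 nm | Benchmarks: Plate control and blank wells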
# Numbers without * were called inactive; i = inactive; / = no result given; [ ] = dose if it differs, or a comment. Random draw from the library; overall some 3.6% were active at least once.
SMILES,L929 necroptosis,eIF4E-4G inh,Calpain2 inh,MDM2 E3 inh,PERK inhibitor,EBV gp42 block,Cl transport mod,TNF death inh,Rad51 HR inh
COc1ccc(-n2c(Cc3cccn3C)nnc2SCC(=O)Nc2ccccc2F)cc1,1.2,-5,-3,-7,0.3,-15,-1.3,2.6,2
CCOc1cc(S(=O)(=O)N(Cc2ccccc2)Cc2ccccc2)c(OCC)cc1-n1cnnn1,0.1,-1,10,-18,-0.5,-11,/,-0.5,/
Cc1ccc(S(=O)(=O)NC(=O)c2cc(C)n(C3CC3)c2C)cc1,0.8,3,-24,2,1.4,-11,0.65,0.6,14
O=C(OCc1cc2ccccc2[nH]c1=O)c1ccc([N+](=O)[O-])cc1,-0.2,-5,3,-2,1.3,-11,1.6,1.6,-11
O=C(NCCNC(=O)C(c1ccccc1)c1ccccc1)c1ccco1,1.0,/,-4,-21,-0.1,-4,-0.55,-0.3,8
CCCNS(=O)(=O)c1ccc(CCC(=O)N2CCCCC2)cc1,-0.5,-7,-41,2,-0.9,-7,-0.88,0.2,-1
Cn1nc(C(=O)Nc2ccc(S(=O)(=O)N3CCCC3)cc2)ccc1=O,1.7,0[fluorescence artefact?],-10,-29,2.3,-13,/,-2.1,-1
COc1cc2[nH]c(=O)n(Cc3ccc(C(=O)NC4CCN(Cc5ccccc5)CC4)cc3)c(=O)c2cc1OC,0.9,0,-12,-11,-0.8,4,-1.7,-6.3,/
c1ccc2c(c1)OCC(c1csc3ncnc(N4CCOCC4)c13)O2 (centres undefined),-0.2,-3,17,-15,1.1,6,0.78,-5.5,-12
CN(C)C(CNC(=O)CN1C(=O)NC2(CCc3ccccc32)C1=O)c1ccco1 (centres undefined),0.5,-3,3,-8,1.5,-9,0.66,1.3,-8
Cc1cc(=O)[nH]n(CCO)c1=O,0.4,-2,-10,-1,0.4,-4,/,0.0,2
O=C(CSc1nncs1)Nc1ccc2c(c1)OCCO2,-1.2,3,17,-5,0.8,3,0.98,3.4,5
Cn1nc(C(=O)N2CCCc3ccccc32)c2ccccc2c1=O,-0.1,-1,19,0,-1.0,7,-0.49,-1.1,-22
CC(C)OP(=O)(c1ccc(N(C)C)cc1)C(Nc1ccccc1)c1cccnc1 (centres undefined),0.5,1[fluorescence artefact?],-28,0,-0.6,-9,-0.58,2.2,3
COc1ccc(C(=O)NC(C(=O)NCc2ccccn2)C(C)C)cc1 (centres undefined),-0.5,8[fluorescence artefact?],22,-3,0.1,25,0.28,-2.2,-3
CCOC(=O)CN1C(=O)C(O)(c2c(C)[nH]c3ccccc23)c2ccccc21 (centres undefined),0.5,3,-61,2,0.5,-12,/,-1.8,/
CCOCCOC(=O)C1=C(C)N(C)C(=O)NC1c1ccccc1F (centres undefined),0.2,-5[fluorescence artefact?],1,-16,0.5,-7,-0.87,-1.4,1
Cc1ccccc1C(=O)/C(C#N)=N/Nc1c(C)n(C)n(-c2ccccc2)c1=O,9.7,-2[fluorescence artefact?],11,-12,0.7,-9,-0.5,-6.2,/
CCOC(=O)c1cc(C(C)(C)C)oc1CN,0.7,5,-2,-17,0.1,-13,-1.3,-2.2,-1
BrCCOCCOc1ccc2ccccc2c1,0.0,7[fluorescence artefact?],25,-7,0.0,-8,-1.5,0.4,22
CC(C)C(=O)NC(c1ccco1)c1c(O)ccc2ccccc12 (centres undefined),0.2,2,-19,-7,0.1,11,-1.4,-2.8,0
NC(=O)COC(=O)c1ccccc1Nc1ccc(SC(F)F)cc1,0.8,3,18,0,1.1,14,-0.95,2.2,-1
O=C(c1ccc(=O)oc1)N1CCN(C(c2ccccc2)c2ccccc2)CC1,0.3,13,-35,-12,-1.5,-25,0.8,1.4,/
CCC(C)(c1nnnn1-c1c(C)cccc1C)N(N=O)c1cccc(C(F)(F)F)c1 (centres undefined),-0.6,7,28,-12,0.1,3,-0.76,1.2,-5
COc1ccccc1OCC#CCNC1CCCCC1C (centres undefined),0.9,5,5,-5,1.4,-9,0.054,1.9,-6
CCOc1[nH]n(-c2ccc(Cl)cc2)c(=O)c1C=Nc1ccc(OC)cc1,0.0,0,-5,-12,0.3,-4,3,-4.2,3
COc1ccc(C2CC2C(C)=O)cc1 (centres undefined),2.3,0,-23,7,0.7,-6,0.88,-0.3,-150
COc1ccc(C2/C(=C(\O)c3ccc4c(c3)OCCO4)C(=O)C(=O)N2CCCN(C)C)cc1 (centres undefined),1.9,-4[fluorescence artefact?],12,-13,-0.2,-1,/,0.2,-2
CC1(c2ccccc2)CC(C)(C)N(C(=O)CSc2nnc(N)s2)c2ccccc21 (centres undefined),0.4,1,7,-4,-1.6,15,-0.6,-0.4,5
CC1CCCC(N2CCN(C(=O)c3ccc(F)cc3)CC2)C1 (centres undefined),-0.9,/,/,/,-0.6,/,1.1,1.3,-5

# Whole records as entered above. Values in the order: L929 necroptosis | eIF4E-4G inh | Calpain2 inh | MDM2 E3 inh | PERK inhibitor | EBV gp42 block | Cl transport mod | TNF death inh | Rad51 HR inh
# `CC(C)C(=O)NC(c1ccco1)c1c(O)ccc2ccccc12` (centres undefined) as listed: 0.2 | 2 | -19 | -7 | 0.1 | 11 | -1.4 | -2.8 | 0
# `COc1ccc(C2/C(=C(\O)c3ccc4c(c3)OCCO4)C(=O)C(=O)N2CCCN(C)C)cc1` (centres undefined) as listed: 1.9 | -4[fluorescence artefact?] | 12 | -13 | -0.2 | -1 | / | 0.2 | -2
# `CC1CCCC(N2CCN(C(=O)c3ccc(F)cc3)CC2)C1` (centres undefined) as listed: -0.9 | / | / | / | -0.6 | / | 1.1 | 1.3 | -5
# `CC1(c2ccccc2)CC(C)(C)N(C(=O)CSc2nnc(N)s2)c2ccccc21` (centres undefined) as listed: 0.4 | 1 | 7 | -4 | -1.6 | 15 | -0.6 | -0.4 | 5

# Remaining list, next part
SMILES,L929 necroptosis,eIF4E-4G inh,Calpain2 inh,MDM2 E3 inh,PERK inhibitor,EBV gp42 block,Cl transport mod,TNF death inh,Rad51 HR inh
O=C(O)/C=C/C(=O)Nc1ccc(OC(F)F)cc1,2.3,-1,-8,3,0.1,-3,1.2,0.1,3
COc1ccc(C(=O)c2ccc(N(C)C)cc2)c2ccccc12,-2.5,6,-1,6,-0.4,-9,/,-17,-3
O=C(Cc1ccc(S(=O)(=O)N2CCCC2)s1)Nc1nc2c(s1)CCCC2,1.0,-10,-294,-10,-0.2,-17,0.012,2.5,-5
CC(=O)c1ccc(-n2nncc2-c2ccc([N+](=O)[O-])cc2)cc1,-0.2,7,30,-4,0.3,-1,-1.5,-2.4,1
O=C(Nc1ncc2c(n1)-c1ccccc1OC2)c1ccc(F)cc1,3.0,2,i,0,-0.1,-9,-1.4,-2.6,17
CCC(=O)c1ccc(OCC(O)CN2CCN(c3ccc(F)cc3)CC2)cc1 (centres undefined),0.0,6,-28,-4,0.1,-5,/,-2.6,-7
O=C(CN1CCCC1)Nc1ccc(Cl)cc1C(F)(F)F,2.1,-4,2,-13,0.0,1,-0.75,0.1,2
CCOC(=O)c1sc2nccc(OC)c2c1N=CN(C)C,3.3,4,-297,-4,0.3,-10,-1.9,0.1,-22
Cc1ccc(-c2nnn(Cc3nc4ccccc4s3)n2)cc1,0.0,2,23,-7,0.1,11,0.026,0.3,-33
CCC1(C)Cc2c(sc3c2c(=O)n(-c2ccccc2)c(=O)n3C)CO1 (centres undefined),-0.4,-5[fluorescence artefact?],20,-8,-0.6,-69,-0.95,-2.2,-5
Cn1cnnc1SCCn1c(N2CCCCC2)nc2c1c(=O)[nH]c(=O)n2C,0.7,-10,-9,-2,0.5,-21,/,0.4,-16
CCOC(=O)c1ccc(N2C(=O)c3n[nH]c(C)c3C2c2cccnc2)cc1 (centres undefined),-0.3,4,10,-11,0.2,-7,-1.9,-5.3,12
O=c1c2ccccc2nc2n1C(CBr)CN2 (centres undefined),0.9,-6,-33,/,1.0,-14,/,2.6,-2
CC1CN(c2nn3c(=O)c4ccccc4nc3c3ccccc23)CC(C)O1 (centres undefined),-0.1,10[fluorescence artefact?],-71,-14,-1.4,-7,-1.7,-6.3,7
CS(=O)(=O)N1CCCC(C(=O)NC2CCCCCCC2)C1 (centres undefined),3.1,6,13,-32,-0.1,10,-0.043,2.8,9
COc1cc(/C=N/NC(N)=O)ccc1OC(=O)c1ccc(C)cc1,-0.1,7,-20,5,0.6,1,/,-2.0,-13
COc1cc(OC)c(N(C)C(=O)CCNC(=O)Cn2cnc3ccccc3c2=O)cc1Cl,1.9,2,16,3,0.4,-5,0.093,0.9,-7
O=C(Nc1cccs1)OCCN1CCN(Cc2ccccc2)CCC1=O,0.7,-8[fluorescence artefact?],-18,/,-0.4,-3,0.042,1.3,7
O=S1(=O)CCC(NC(=S)SCCOc2ccccc2)C1 (centres undefined),-3.0,0,-1,-13,-0.5,-3,-1.4,-9.9,4
O=c1c2ccccc2sc2ccc(Cl)cc12,0.3,13[fluorescence artefact?],-24,-10,0.8,-4,0.38,-0.1,-2
COCCNC(=O)[C@H]1C[C@@H]1[C@H](NP(=O)(c1ccccc1)c1ccccc1)c1ccccc1,1.5,4,-2,/,-0.1,-9,-0.75,0.1,9
CC[C@H](C)[C@H](NC(N)=O)C(=O)Nc1ccc(NC(C)=O)cc1,-0.7,-3,-12,-4,2.5,-20,0.28,0.3,/
O=C1OC(OC2CCCCC2)(c2ccccc2)c2ccccc21 (centres undefined),1.2,-3,-4,-27,0.6,-2,/,-2.3,-2
COc1ccc(-c2csc3ncnc(Oc4cccc5ccc(C)nc45)c23)cc1,-0.3,-2,-1,-8,-0.8,-22,-1,1.7,-7
Cc1c(C(C)NC(=O)Nc2ccc(F)cc2F)cnn1C (centres undefined),0.1,2,2,5,1.2,-14,0.0014,0.8,4
Cc1ccccc1NC(=O)COc1ccc2c(c1)OC(C)(C)CC2=O,0.6,7,15,-21,0.8,-9,/,1.2,-19
C=CCNc1nc(C2(C)CC3(CC(C)(C)OC3=O)C(=O)O2)cs1 (centres undefined),0.4,4[fluorescence artefact?],3,-2,0.5,-3,-0.12,-0.8,-6
COC(=O)Cn1c(=NC(=O)c2ccc(OC)c(OC)c2)sc2cc(OC)ccc21,2.8,6[fluorescence artefact?],-142,-9,-0.6,-18,0.45,2.5,-1
CC(C)Cc1cc(C(=O)NCCCN2CCOCC2)no1,-0.3,2,19,-12,0.3,-12,0.27,0.5,/
Brc1ccc(CSc2nnc(-c3cccnc3)o2)cc1,0.1,0,16,-22,2.1,-2,-0.44,3.6,31
